ERAP1 HTS inh – blocks human ERAP1 aminopeptidase activity | 340,000 compounds, 0.15% hits | recombinant ERAP1, Leu-AMC fluorescence, 60 min | Q9NZ08 | inhibition, % at 10.7 µM;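 active = mean replicate inhibition of at least 30%, or all replicates individually reaching that 30% level; inactive = mean below 30% and not every replicate reaching it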;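 also: 0% = neutral control wells and 100% = L-leucinethiol positive control wells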
Target sequence (Q9NZ08 whole entry, looked up): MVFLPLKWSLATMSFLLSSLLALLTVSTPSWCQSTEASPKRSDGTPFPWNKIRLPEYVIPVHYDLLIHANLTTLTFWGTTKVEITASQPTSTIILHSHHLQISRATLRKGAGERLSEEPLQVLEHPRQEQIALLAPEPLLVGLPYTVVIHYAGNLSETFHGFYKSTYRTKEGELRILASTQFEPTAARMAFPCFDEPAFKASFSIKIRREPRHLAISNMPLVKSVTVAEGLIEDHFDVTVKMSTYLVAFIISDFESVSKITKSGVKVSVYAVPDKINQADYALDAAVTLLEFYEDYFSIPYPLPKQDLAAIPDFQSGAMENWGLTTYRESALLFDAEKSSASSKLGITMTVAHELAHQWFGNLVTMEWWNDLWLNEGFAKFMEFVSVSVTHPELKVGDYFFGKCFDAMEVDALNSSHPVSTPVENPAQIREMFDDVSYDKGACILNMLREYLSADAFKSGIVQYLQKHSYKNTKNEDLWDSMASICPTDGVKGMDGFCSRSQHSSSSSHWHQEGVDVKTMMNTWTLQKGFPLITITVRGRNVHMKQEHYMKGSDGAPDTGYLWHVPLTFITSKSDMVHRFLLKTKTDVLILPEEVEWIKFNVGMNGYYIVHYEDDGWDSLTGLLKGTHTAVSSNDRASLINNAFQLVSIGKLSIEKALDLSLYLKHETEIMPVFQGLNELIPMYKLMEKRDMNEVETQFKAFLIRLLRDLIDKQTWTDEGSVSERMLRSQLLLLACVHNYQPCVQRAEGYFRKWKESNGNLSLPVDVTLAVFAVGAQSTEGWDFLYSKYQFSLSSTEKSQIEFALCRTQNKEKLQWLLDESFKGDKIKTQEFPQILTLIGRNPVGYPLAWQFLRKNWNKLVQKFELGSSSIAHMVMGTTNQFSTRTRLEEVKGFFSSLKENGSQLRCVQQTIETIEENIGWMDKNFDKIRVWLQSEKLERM
ARNT TACC3 PPI – disrupts binding between human ARNT and TACC3; Q9Y6A5; AID 623870; 390,000 compounds, 0.66% hits; AlphaScreen His-ARNT PAS-B/GST-TACC3 binding, luminescence; TACC3 fragment carries E629A point mutation; inhibition, % at 9.99 µM;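 active = mean inhibition of replicates at least 50% and at least half of replicates each reaching 50%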;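 also: 0% = complete ARNT plus TACC3 wells and 100% = ARNT alone without TACC3; many hits fall short of the cut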
RAD52 inh – RAD52 (human) annealing inhibition; P43351; recombinant RAD52 DNA annealing, FRET fluorescence; inhibition, % at 18.7 µM; 360,000 compounds, 0.46% hits;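 active = every replicate showing at least 50% inhibition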
INS-1E GSIS act – primary screen for activators of insulin secretion dependent on glucose, INS-1E cells, GLuc reporter luminescence; INS-1E GLuc reporter insulin secretion, 2-3 h; activation, % at 16.6 µM; 370,000 compounds, 0.61% hits; AID 743287;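 active = lowest replicate activation of at least 40%, so every replicate reaches that level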;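 also: 0% = median of neutral control wells and 100% = median of IBMX positive control wells; some compounds called inactive have numbers as strong as hits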
RAD54 inh – inhibitors of human RAD54 branch migration; RAD54 Holliday junction branch migration, FAM/BHQ fluorescence; Q92698; inhibition, % at 10.4 µM; AID 602329; 360,000 compounds, 0.14% hits;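 active = mean normalized replicate activity at least 40 and at least half of replicates scoring 40 or more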;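 also: 0% = median of neutral control wells and 100% = median of positive control wells; inhibitors cause a drop in the FAM fluorescence signal; in these data hits start at about 50%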
XiGFP reactiv – reactivates the inactive X chromosome in mouse fibroblasts. XiGFP mouse fibroblasts, % GFP-positive cells imaging, 3 d; cells co-treated with 5-aza-dC sensitizer; scaled so ellipticine positive control = 100%. activation, % at 7.58 µM. 360,000 compounds, 0.055% hits. AID 743238;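 active = mean normalized replicate activation at least 10% and every replicate at or above 10%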;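 also: 0% = median of on-plate neutral control wells and 100% = ellipticine 6 µM median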
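Schedule: 3 d treatment, 15 min room-temperature fixation; system: 68-5-11 XiGFP fibroblast line; buffer or medium: DMEM plus 5-aza-dC sensitizer; control set: ellipticine 6 µM positive control; compound: one concentration, pinned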
F508del corr – CFTR F508del correction in bronchial cells; CFBE cells, YFP halide quenching; stimulated with forskolin plus potentiator P3; % fluorescence drop versus neutral controls; activity (quench increase), % at 7.58 µM; 350,000 compounds, 0.36% hits; AID 720511;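 active = mean added fluorescence quench of at least 8% versus neutral control, with both replicates also reaching 8%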;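 also: cells transiently co-express mutant CFTR-F508del with the halide-sensitive YFP; corrector assay measuring rescue of mutant channel to the surface after 24 h compound exposure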
esBAF inh – blocks esBAF chromatin remodeling in mouse ES cells; reporter increase, % at 12.5 µM; Bmi1-luciferase knock-in reporter, 24 h; 100% = twice the neutral-well signal; 350,000 compounds, 2% hits; AID 602393; in the data active = activation above about 40%;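 also: 0% = median of the plate's neutral control wells and 100% = double that signal; a rise in the Bmi1 reporter signal indicates esBAF inhibition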
Active calls of the source: *.

What do the screens show for `CN1CCN(S(=O)(=O)CC2(C)C3CCC2(C)C(=O)C3Br)CC1` (configuration not stated)?
ERAP1 HTS inh: 0; ARNT TACC3 PPI: -4; RAD52 inh: -14; INS-1E GSIS act: 12; RAD54 inh: 4; XiGFP reactiv: -0.3; F508del corr: -1.9; esBAF inh: 2

What do the screens show for `O=C(c1ccc(F)cc1)N1CCN(C2CCC(c3ccccc3)CC2)CC1` (configuration not stated)?
ERAP1 HTS inh: 3; ARNT TACC3 PPI: -12; RAD52 inh: -12; INS-1E GSIS act: 13; RAD54 inh: 4; XiGFP reactiv: 0.0; F508del corr: -3.2; esBAF inh: -6

What do the screens show for `CCCC(=O)Nc1ccccc1NC(=O)c1ccc(OC)cc1`?
ERAP1 HTS inh: -1; ARNT TACC3 PPI: 10; RAD52 inh: -16; INS-1E GSIS act: -5; XiGFP reactiv: 0.1; F508del corr: 0.9

What do the screens show for `Cc1noc(C)c1NC(=O)N(C)C[C@H]1Oc2ccc(NS(=O)(=O)c3c(C)noc3C)cc2CC(=O)N([C@H](C)CO)C[C@@H]1C`?
ERAP1 HTS inh: -1; ARNT TACC3 PPI: -6; RAD52 inh: 0; INS-1E GSIS act: 12; RAD54 inh: -13; XiGFP reactiv: 0.2; F508del corr: -3.1; esBAF inh: -3

What do the screens show for `CCN(C(=O)COc1ncnc2ccccc12)C1CCCCC1`?
ERAP1 HTS inh: -1; ARNT TACC3 PPI: 1; RAD52 inh: -10; RAD54 inh: 1; XiGFP reactiv: -0.1; F508del corr: -4.1; esBAF inh: -7

How did Cc1ccc(S(=O)(=O)Nc2ccc3c(c2)C(=O)N([C@H](C)CO)C[C@@H](C)[C@@H](CN(C)Cc2ccc(C(=O)O)cc2)O3)cc1 do in these assays?
ERAP1 HTS inh: 2; ARNT TACC3 PPI: -8; RAD52 inh: 9; INS-1E GSIS act: 18; RAD54 inh: -11; XiGFP reactiv: 0.0; F508del corr: -2.3; esBAF inh: 0

What do the screens show for `CC(C)NC(=O)Nc1ccc2c(c1)CC(=O)N([C@@H](C)CO)C[C@H](C)[C@@H](CN(C)CC1CC1)O2`?
ERAP1 HTS inh: -1; ARNT TACC3 PPI: -13; RAD52 inh: -9; INS-1E GSIS act: 3; RAD54 inh: 4; XiGFP reactiv: 0.4; F508del corr: -0.5; esBAF inh: 2

Results for Cc1c(C2C(C#N)=C(N)N(c3cccc([N+](=O)[O-])c3)C3=C2C(=O)CCC3)cnn1C (configuration not stated) ?
ERAP1 HTS inh: -1; RAD52 inh: -7; INS-1E GSIS act: -2; XiGFP reactiv: 0.0; F508del corr: -2.0

What do the screens show for `N#Cc1c(NC(=O)CCN2C(=O)c3ccccc3C2=O)oc(-c2ccccc2)c1-c1ccccc1`?
ARNT TACC3 PPI: -6; INS-1E GSIS act: -14; RAD54 inh: 8; esBAF inh: -7

What do the screens show for `O=C(CSc1ccc(-c2ccccn2)nn1)c1ccc([N+](=O)[O-])cc1`?
ERAP1 HTS inh: 0; ARNT TACC3 PPI: 52*; RAD52 inh: -6; INS-1E GSIS act: 25; XiGFP reactiv: 0.0; F508del corr: 0.8; esBAF inh: 15

Results for COC(=O)CSc1nnnn1-c1cccc2ccccc12 ?
ERAP1 HTS inh: 1; ARNT TACC3 PPI: -15; RAD52 inh: -13; INS-1E GSIS act: 25; RAD54 inh: -10; esBAF inh: -9

What do the screens show for `CCN(Cc1ccc(OC)c(F)c1)C(=O)c1cc2ccccc2o1`?
ERAP1 HTS inh: 7; ARNT TACC3 PPI: 28; RAD52 inh: -10; INS-1E GSIS act: -21; RAD54 inh: -6; XiGFP reactiv: 0.1; F508del corr: 1.4; esBAF inh: 13

Results for O=C1NC(c2ccc3ccccc3c2)Nc2ccccc21 (configuration not stated) ?
ERAP1 HTS inh: -2; RAD52 inh: -9; RAD54 inh: 1; XiGFP reactiv: 0.0; F508del corr: 2.5; esBAF inh: 38

How did CCOc1ccc(-c2csc(NC(=O)c3cccc(N4C(=O)CCC4=O)c3)n2)cc1 do in these assays?
RAD52 inh: -6; INS-1E GSIS act: -3; RAD54 inh: 2; XiGFP reactiv: -0.1; F508del corr: -3.4; esBAF inh: 13

What do the screens show for `C[C@@H]1CN([C@H](C)CO)C(=O)Cc2cc(NS(=O)(=O)c3ccc(Cl)cc3)ccc2O[C@@H]1CN(C)Cc1ccc(C(=O)O)cc1`?
ERAP1 HTS inh: -1; RAD52 inh: 11; INS-1E GSIS act: 17; XiGFP reactiv: -0.4; F508del corr: -2.0; esBAF inh: 0

How did N#C[C@@H]1[C@H](c2ccccc2-c2ccccc2F)[C@@H](CO)N1C(=O)c1ccccn1 do in these assays?
ERAP1 HTS inh: -4; RAD52 inh: -14; INS-1E GSIS act: -10; XiGFP reactiv: 0.1; F508del corr: 6.3

Results for COc1ccc(S(=O)(=O)Nc2ccc3c(c2)C(=O)N([C@@H](C)CO)C[C@H](C)[C@H](CN(C)S(=O)(=O)c2ccc(OC)cc2)OCCCC[C@@H](C)O3)cc1 ?
ARNT TACC3 PPI: -19; INS-1E GSIS act: 6; RAD54 inh: -1; XiGFP reactiv: 0.5; F508del corr: 1.9; esBAF inh: 7

How did CCC(C)(C)C1CCC2(CC1)NC(=O)N(CC(=O)NCCOc1ccccc1)C2=O (configuration not stated) do in these assays?
ERAP1 HTS inh: -1; ARNT TACC3 PPI: 20; RAD52 inh: -18; INS-1E GSIS act: -43; RAD54 inh: -7; XiGFP reactiv: 0.0; F508del corr: 1.2; esBAF inh: -4

Results for O=C(N/N=C/c1ccncc1)c1ccc(COc2cccc3cccnc23)cc1 ?
ERAP1 HTS inh: 4; ARNT TACC3 PPI: -3; RAD52 inh: -12; INS-1E GSIS act: 4; RAD54 inh: 5; XiGFP reactiv: 0.0; F508del corr: 0.7; esBAF inh: -4

What do the screens show for `COC(=O)CCCC(=O)NCC1(N(C)Cc2ccccc2)Cc2ccccc2C1`?
ERAP1 HTS inh: -2; ARNT TACC3 PPI: -12; RAD52 inh: -9; INS-1E GSIS act: -7; RAD54 inh: -2; XiGFP reactiv: 0.1; F508del corr: -4.0; esBAF inh: 7

What do the screens show for `CN(C)S(=O)(=O)c1ccc(N2CCCC2)c(C(=O)NCC2CCCCC2)c1`?
ERAP1 HTS inh: -2; ARNT TACC3 PPI: -16; RAD52 inh: -12; INS-1E GSIS act: -6; XiGFP reactiv: 0.0; F508del corr: 1.1

What do the screens show for `NC(=O)c1ccsc1NC(=O)CS(=O)(=O)c1ccc(Cl)cc1`?
ERAP1 HTS inh: -1; RAD52 inh: -9; INS-1E GSIS act: 24; RAD54 inh: 16; XiGFP reactiv: 0.0; F508del corr: 2.5; esBAF inh: -3

How did CCNC(=O)N1CCN(c2ccc(N3CCN(C(=O)NCC)[C@@H](C)C3)c(C)c2)[C@@H](C)C1 do in these assays?
ERAP1 HTS inh: 4; RAD52 inh: -3; XiGFP reactiv: 0.8; F508del corr: -3.6

What do the screens show for `O=C(Nc1ccccc1)Nc1nnc(COc2ccccc2F)s1`?
ERAP1 HTS inh: 0; ARNT TACC3 PPI: -3; RAD52 inh: -12; INS-1E GSIS act: -4; XiGFP reactiv: 0.0; F508del corr: -1.5

How did COc1ccccc1NC(=S)NC(C)C(c1cccs1)N1CCOCC1 (configuration not stated) do in these assays?
ERAP1 HTS inh: 3; ARNT TACC3 PPI: 0; RAD52 inh: 1; INS-1E GSIS act: 15; RAD54 inh: 4; XiGFP reactiv: -0.1; F508del corr: -5.2; esBAF inh: -4

What do the screens show for `c1ccc(OCCNc2ccn3nc(-c4ccc(OCCN5CCOCC5)cc4)cc3n2)cc1`?
ERAP1 HTS inh: 2; RAD52 inh: -30; INS-1E GSIS act: -20; RAD54 inh: 10; XiGFP reactiv: -0.1; F508del corr: 1.8; esBAF inh: 9

Results for O=C(C[C@H]1C[C@H]2c3cc(NC(=O)NC4CCCCC4)ccc3O[C@H]2[C@@H](CO)O1)NCc1cccnc1 ?
ERAP1 HTS inh: 1; ARNT TACC3 PPI: 0; RAD52 inh: -1; INS-1E GSIS act: -2; RAD54 inh: 8; XiGFP reactiv: 0.1; F508del corr: -7.0; esBAF inh: 7

Results for COc1ccc(C2N(c3ccc(Cl)cc3)C(=O)C3CCCN32)cc1 (configuration not stated) ?
ERAP1 HTS inh: -1; ARNT TACC3 PPI: 30*; RAD52 inh: -19; INS-1E GSIS act: 3; RAD54 inh: -1; XiGFP reactiv: 0.3; F508del corr: -0.8; esBAF inh: 3

Results for O=C1NC(=O)N(c2ccc(Cl)cc2)C(=O)/C1=C/c1ccc2c(c1)CCN2Cc1ccccc1Cl ?
ARNT TACC3 PPI: 8; RAD52 inh: -11; INS-1E GSIS act: 5; RAD54 inh: 0; F508del corr: -0.5

How did Cc1ccn2cc(-c3cccc(S(=O)(=O)N4CCCC4)c3)nc2c1 do in these assays?
ERAP1 HTS inh: 0; ARNT TACC3 PPI: 0; RAD52 inh: 2; INS-1E GSIS act: -3; RAD54 inh: 2; XiGFP reactiv: 0.1; F508del corr: -2.4; esBAF inh: 47*

Results for CCCNC(=O)C[C@H]1CC[C@H]2[C@@H](COC[C@@H](O)CN2Cc2ccccc2F)O1 ?
ERAP1 HTS inh: -1; ARNT TACC3 PPI: -6; RAD52 inh: -1; INS-1E GSIS act: -1; RAD54 inh: 5; XiGFP reactiv: 0.4; F508del corr: 3.8; esBAF inh: 0

How did Cc1ccc(NC(=O)CSCc2n[nH]c(=O)[nH]2)c(Br)c1 do in these assays?
ERAP1 HTS inh: 2; ARNT TACC3 PPI: 0; RAD52 inh: -5; INS-1E GSIS act: 14; XiGFP reactiv: 0.0; F508del corr: -2.5

How did CCc1nc2ccc(C(=O)NCc3ccccc3OC)cn2c1N(C)C(=O)Cc1ccccc1 do in these assays?
ERAP1 HTS inh: 1; RAD52 inh: -13; RAD54 inh: -7; XiGFP reactiv: 0.1; F508del corr: -1.3; esBAF inh: -3

What do the screens show for `CC1=CC2=NC(=O)/C(=C\c3cn(C)c4ccccc34)C(=N)N2O1`?
ERAP1 HTS inh: 0; ARNT TACC3 PPI: 16; RAD52 inh: -118; INS-1E GSIS act: 11; XiGFP reactiv: 0.3; F508del corr: -0.1

Results for O=C(C[C@H]1CC[C@H](NC(=O)Nc2ccc3c(c2)OCO3)[C@H](CO)O1)NCCCN1CCOCC1 ?
INS-1E GSIS act: -1; XiGFP reactiv: 0.0; F508del corr: -1.0; esBAF inh: -2

How did Cc1noc(C)c1S(=O)(=O)N(C)C[C@@H]1Oc2ccc(NS(=O)(=O)c3ccccc3)cc2C(=O)N([C@@H](C)CO)C[C@@H]1C do in these assays?
ARNT TACC3 PPI: 10; RAD52 inh: 3; INS-1E GSIS act: -12; RAD54 inh: -1; XiGFP reactiv: -0.4; F508del corr: -0.9; esBAF inh: 7

Results for CC(=O)C1=C(C)N(Cc2ccc(F)cc2)C(=S)NC1c1cccc(F)c1 (configuration not stated) ?
ERAP1 HTS inh: 1; RAD52 inh: -37; INS-1E GSIS act: -39; XiGFP reactiv: 0.1; F508del corr: 1.5

What do the screens show for `CSc1cccc(NC(=O)CN(c2ccccc2)S(=O)(=O)N(C)C)c1`?
ARNT TACC3 PPI: 2; INS-1E GSIS act: -3; RAD54 inh: -1; esBAF inh: 3
